# Screening results as filed in PubChem BioAssay.
# HTR1E antagonist = antagonists of human 5-HT1E serotonin receptor; CHO 5-HT1E Ga15 NFAT-bla reporter, FRET, antagonist; inhibition, % at 6 µM; 65,000 compounds, 0.99% hits;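 active = inhibition above a set limit, the mean inhibition across every tested compound plus 3 SD, cut at about 29% in these data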;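 note: signal is the 460 over 535 nm emission ratio of beta-lactamase substrate; 0% = agonist plus DMSO wells and 100% = wells without agonist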
# MMP13 inh = blocks human MMP13 activity | 65,000 compounds, 0.07% hits | inhibition, % at 4 µM | MMP-13 fTHP FRET cleavage, Mca fluorescence | P45452 | AID 570;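 active = inhibition above the mean of compound-free control plate wells plus 3 SD, cut at about 14% in these data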;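 note: 0% = DMSO wells and 100% = wells with reference MMP-13 inhibitor after basal subtraction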
# RORa activator = activates the human nuclear receptor RORA; P35398; CHO-K1 Gal4-RORA LBD luciferase reporter, luminescence; percent increase over mock-subtracted basal signal; activation, % at 10 µM; 65,000 compounds, 1.5% hits; AID 560;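 active = activation above the mean of all tested compounds plus 3 SD, cut at about 49% in these data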;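 note: 0% = DMSO-treated RORA cells and 100% = added signal equal to DMSO minus mock-transfected cells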
# Target sequence (P35398 whole entry, looked up, the tested form may be a part): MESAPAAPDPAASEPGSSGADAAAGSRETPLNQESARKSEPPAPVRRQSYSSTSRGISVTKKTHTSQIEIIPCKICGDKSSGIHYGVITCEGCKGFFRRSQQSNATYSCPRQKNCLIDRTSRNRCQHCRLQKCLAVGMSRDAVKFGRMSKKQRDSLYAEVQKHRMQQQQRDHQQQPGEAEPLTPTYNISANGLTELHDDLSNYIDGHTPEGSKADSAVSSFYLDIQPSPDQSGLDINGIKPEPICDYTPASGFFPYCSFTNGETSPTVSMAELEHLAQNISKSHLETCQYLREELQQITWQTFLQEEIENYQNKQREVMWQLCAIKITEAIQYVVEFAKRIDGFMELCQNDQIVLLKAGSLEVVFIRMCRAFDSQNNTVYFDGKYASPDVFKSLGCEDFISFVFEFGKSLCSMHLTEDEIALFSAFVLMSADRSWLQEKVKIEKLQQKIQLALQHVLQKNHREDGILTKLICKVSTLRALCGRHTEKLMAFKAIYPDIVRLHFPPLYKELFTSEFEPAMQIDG
# NADH coupling = inhibition of NAD/NADH coupling enzymes, library profiling; coupled PK/LDH NADH assays, four targets; AID 774; 65,000 compounds, 0.02% hits; IC50, µM (doses to about 10 µM), for the others: at the top dose inhibition;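 active = single-dose screening hits from any of four coupled enzyme assays that gave an IC50 when retested across doses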;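 note: the DPM-DC format reads NADH fluorescence rather than 340 nm absorbance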
# 5HT1E ag = 5-HT1E (human) receptor agonism; CHO 5-HT1E Ga15 NFAT-bla reporter, FRET; 0% DMSO wells, 100% control agonist wells; activation, % at 6 µM; 65,000 compounds, 0.69% hits; AID 574;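 active = activation above a set limit, the screen-wide mean activation plus 3 SD, cut at about 8.5% in these data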;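 note: 100% = positive control agonist at 1 µM giving full maximal response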
# 5-HT1A blocker = antagonists of human 5-HT1a serotonin receptor; P08908; inhibition, % at 10 µM; AID 612; 62,000 compounds, 0.68% hits; CHO 5-HT1a Ga15 NFAT-bla reporter, antagonist mode;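 active = inhibition above the mean of all tested compounds plus 3 SD, cut at about 43% in these data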;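 note: receptor stimulated by 5-CT agonist at 100 nM near EC80; beta-lactamase reporter measured by ratiometric fluorescence of a cleavable substrate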
# Ecoli tolC = E. coli tolC mutant growth inhibition; E. coli BW25113 tolC mutant growth, OD615; growth inhibition, % at 10 µM (by protocol); 65,000 compounds, 2.2% hits;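 active = growth inhibition at or above a cutoff equal to the mean over every tested compound plus 3 SD, cut at about 60% in these data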;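 note: growth measured after 20 h incubation at 37 °C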
#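 Assay system: tolC-deleted E. coli BW25113. Medium: kanamycin-containing LB broth (50 µg/mL). Dosing: 10 µM final, single dose. Timing: bacterial growth with compound for 20 h at 37 °C. Detection: A615 absorbance measurement. Read-out basis: growth inhibition in percent.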
# HTR1A agonist = activates the human 5-HT1a serotonin receptor | P08908 | CHO 5-HT1a Ga15 NFAT-bla reporter, FRET ratio; 0% basal, 100% maximal reference agonist | activation, % at 10 µM | 65,000 compounds, 0.56% hits | AID 567;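 active = activation above the screen-wide mean activation plus 3 SD, cut at about 19% in these data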;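 note: 0% = DMSO wells and 100% = 5-CT at EC100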
# SF1 activator = activators of human nuclear receptor SF-1 | Q13285 | CHO-K1 Gal4-SF-1 LBD luciferase reporter; % increase over DMSO SF-1-specific signal | activation, % at 10 µM | 65,000 compounds, 1.9% hits | AID 522;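 active = activation above the mean activation of all tested compounds plus 3 SD, cut at about 50% in these data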
# Target sequence (Q13285 whole entry, looked up, the tested form may be a part): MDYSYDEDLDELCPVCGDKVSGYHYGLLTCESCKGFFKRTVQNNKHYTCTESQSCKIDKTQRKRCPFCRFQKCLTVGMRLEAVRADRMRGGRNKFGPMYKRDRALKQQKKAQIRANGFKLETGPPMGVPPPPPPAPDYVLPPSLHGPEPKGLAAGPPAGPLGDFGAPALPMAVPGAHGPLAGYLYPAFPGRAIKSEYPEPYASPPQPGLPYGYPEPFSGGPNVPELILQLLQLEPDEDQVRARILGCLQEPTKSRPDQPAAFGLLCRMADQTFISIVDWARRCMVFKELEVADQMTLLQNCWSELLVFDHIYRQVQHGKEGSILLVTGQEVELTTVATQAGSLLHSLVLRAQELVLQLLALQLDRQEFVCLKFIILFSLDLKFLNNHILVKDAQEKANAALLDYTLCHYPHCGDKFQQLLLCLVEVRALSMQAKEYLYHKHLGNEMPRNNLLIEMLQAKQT
#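 Material: Gal4–SF-1 LBD one-hybrid luciferase reporter in CHO-K1 cells | Amount: 4,000 cells per well | Compound dosing: 10 µM single point, 1% DMSO | Schedule: 20 h compound treatment, 37 °C | Measured by: SteadyLite luciferase luminescence | Evaluation: Percent activation versus DMSO | Control set: DMSO-treated SF-1-transfected cells as negative, DMSO-treated mock-transfected cells lacking SF-1 as background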
# * hit, by the source's call; . = not tested or not shown; [ ] = remark or other dose.
SMILES,HTR1E antagonist,MMP13 inh,RORa activator,NADH coupling,5HT1E ag,5-HT1A blocker,Ecoli tolC,HTR1A agonist,SF1 activator
COc1ccc(-c2nnc(CSc3nc4ccccc4c(=O)n3C)o2)cc1OC,-0.8,2.5,3.7,7.0%,-1.0,-3.5,22.1,-4.7,3.2
N#CC(C(=O)NCCc1ccccc1)c1nc2ccccc2nc1N1CCOCC1 (centres undefined),-0.2,0.7,-13.3,2.0%,0.0,-17.8,.,4.3,-22.2
CCOc1ccc(CNC(=O)C2CC(=O)N(C3CCCC3)C2)cc1OC (centres undefined),1.8,0.7,-14.7,3.0%,0.1,-6.7,-9.1,-2.5,6.3
Cc1cccc(NC(=O)Cn2nnc(-c3ccc(CN4CCCC4)cc3)n2)c1C,13.4,2.2,-23.5,3.0%,0.4,19.8,-8.2,-1.1,-15.1
COc1cccc(CN2CCN(C(=O)c3ccco3)CC2)c1OC,0.6,-3.5,-4.0,6.0%,-0.2,-1.0,-8.0,-0.9,3.8
CCCCS/C(=C(/C#N)C(N)=O)c1cc2c([nH]1)CCCC2,0.6,11.1,11.1,5.0%,0.3,22.1,38.5,-3.6,-15.9
CC(C)c1ccc2oc(=O)cc(CN3CCN(c4ccccc4)CC3)c2c1,-1.7,-3.2,1.5,3.0%,-0.7,-4.0,53.8,0.7,5.5
Cc1[nH]c(=O)[nH]c(=O)c1S(=O)(=O)N1CCCC(C(=O)N2CCC(Cc3ccccc3)CC2)C1 (centres undefined),1.1,3.0,-18.2,2.0%,0.2,7.6,1.2,0.1,-9.1
CCCSc1nc(N2CCCC2)c2c(c1C#N)CC(C)(C)OC2,-6.1,-18.8,-20.0,1.0%,0.2,.,7.7,-1.5,-15.7
CC1CCCCC1NC(=O)Cn1nc(-c2ccccc2)ccc1=O (centres undefined),-0.3,-2.9,-25.9,6.0%,-0.5,9.8,0.7,-1.4,-1.4
CC1CC(C)(C)NC(=S)S1 (centres undefined),0.1,0.5,-11.7,7.0%,-0.3,-9.0,-15.5,-2.4,11.4
Cn1c(=O)[nH]c(=O)c2c1nc(SCC(O)CO)n2Cc1ccccc1Cl (centres undefined),-14.3,-19.8,-0.7,6.0%,0.9,-22.2,-5.0,1.3,11.9
CC(=O)c1cccc(NC(=O)C2CCCN(S(C)(=O)=O)C2)c1 (centres undefined),-7.8,0.0,-1.9,8.0%,-0.6,-15.0,-18.9,-0.7,-3.1
Cc1nnc(SCCCn2c(N3CCCCC3)nc3c2c(=O)[nH]c(=O)n3C)s1,11.9,3.1,17.5,3.0%,2.0,-12.2,2.6,-2.8,-12.6
O=S(=O)(c1ccc(Br)cc1)N1CCn2c(nc3ccccc32)C1,4.8,6.6,17.2,7.0%,0.5,-12.7,-7.5,0.6,-5.0
O=C(C1CCN(S(=O)(=O)c2cccc3cccnc23)CC1)N1CCN(C2CCCCC2)CC1,-4.9,1.6,8.8,2.0%,5.5,-13.1,-15.7,-0.2,16.6
COc1ccc(C(c2sc3nc(C)nn3c2O)N2CCCCC2)cc1 (centres undefined),7.2,1.8,1.3,2.0%,0.3,-7.6,3.5,-3.2,24.6
CCCCCCOC(=O)C(C#N)c1nc2ccccc2nc1N1CCN(C)CC1 (centres undefined),0.9,1.3,-4.9,8.0%[fluoresces],0.2,14.9,100.0*,0.8,10.0
CC(NC(=O)CN1C(=O)COc2ccccc21)c1ccccc1 (centres undefined),0.7,-1.1,-23.1,4.0%,-0.6,4.9,-13.3,-2.1,-1.1
O=C(Nc1ccc(N2CCN(C(=O)c3ccccc3)CC2)cc1)c1ccc(Br)o1,13.8,0.3,8.9,11.0%,-0.2,0.4,10.4,-3.5,18.6
CCc1nc(SCC(=O)Nc2ccc(C(=O)O)cc2)n[nH]1,-0.1,-2.3,-8.1,4.0%,-0.9,-6.8,-4.2,-2.4,9.3
COc1ccccc1-n1cnnc1SCC(=O)Nc1ncc(Cl)cc1Cl,-4.0,4.0,-17.4,9.0%,-0.6,0.7,-4.2,-3.3,-5.7
CCOc1ccccc1NC(=O)CSc1nnnn1Cc1ccccc1,6.8,4.6,-3.8,5.0%,-1.3,11.8,21.1,-2.9,15.6
NC(=O)CSc1nnc(-c2ccc(O)cc2)n1Cc1ccco1,-4.1,2.3,-5.0,3.0%,1.4,-7.6,-10.2,1.9,-10.8
O=C(CSc1nc2ccccc2n1CC(=O)N1CCCC1)Nc1nccs1,3.8,-10.2,-29.7,3.0%,0.8,6.1,-13.3,-2.2,-3.5
N#Cc1cccc(NC(=O)c2ccccc2C(=O)O)c1,9.7,1.5,-4.0,3.0%,-0.5,-7.6,-14.0,-2.1,-0.4
Cc1ccc2c(c1)CCCN2C(=O)c1ccc2c(c1)OCO2,-1.2,-0.7,4.5,3.0%,0.8,0.6,33.4,-3.3,8.3
Clc1ccc(-n2ncc3c(N4CCCC4)ncnc32)cc1,-2.9,-1.5,-35.6,4.0%,-1.1,.,13.0,3.4,-61.0
N#Cc1c2n(c3c(-c4ccccc4)ncnc13)CCC2,10.2,-11.6,-0.4,3.0%,0.4,-18.6,-14.5,-0.6,-1.6
CC1(C)Cc2c(c(N3CCOCC3)nc3sc4c(NCc5ccco5)nnnc4c23)CS1,0.8,0.1,-21.3,4.0%,1.3,.,8.2,11.8,-22.3
CCCn1c2c(c(O)c(C(=O)NC)c1=O)CCCC2,11.8,-3.3,-25.5,4.0%,1.3,3.7,20.9,-1.0,-15.3
Cc1cc(N2CCOCC2)nc2ccc(NC(=O)CCC(=O)N3CCCCC3)cc12,9.7,-110.7[fluorescence artefact?],-14.5,7.0%[fluoresces],-0.3,8.7,-5.1,-2.0,20.4
CCCCC(=O)NC1(C(F)(F)F)C(=O)Nc2c1c(=O)n(C)c(=O)n2C (centres undefined),-3.3,3.0,3.2,5.0%,-0.3,-16.4,-18.5,-0.3,-7.6
CCOc1ccc(-c2cn(CCC#N)cn2)cc1,2.0,-2.9,-3.7,6.0%,-0.7,7.5,-7.5,-1.2,6.8
COC(=O)c1ccc(Oc2nc(Nc3ccccc3)nc(N(C)C)n2)cc1,-11.1,0.2,5.4,4.0%,0.0,-3.6,0.0,-1.9,7.7
Cc1ccc(OCC(O)Cn2c(NCCc3ccccc3)nc3c2c(=O)[nH]c(=O)n3C)cc1 (centres undefined),0.7,0.0,21.4,4.0%,0.3,-13.8,4.4,-2.4,-12.9
COc1ccc(CC(=O)N2CC3(C)CC2CC(C)(C)C3)cc1OC (centres undefined),3.5,5.8,-10.0,0.0%,-0.1,2.8,-0.6,1.7,-17.4
CC(C)OC(=O)CN1C(=O)c2ccccc2C1=O,-10.8,-4.9,15.1,14.0%,0.5,6.4,-13.2,-1.4,4.9
CN(C(=O)c1ccc(NC(=O)C2CC=CCC2C(=O)O)cc1)c1ccccc1 (centres undefined),-4.0,5.8,-17.1,6.0%,-0.8,-3.2,-15.4,-0.7,-16.5
COc1cccc(-c2cn3nc4c(nc3n2)CCCC4)c1,3.8,-3.1,44.5,11.0%,0.1,-0.5,4.1,-4.4,41.1
CC(=O)c1cnc2nc(C)nn2c1C,12.7,-0.1,0.1,4.0%,-1.9,14.0,-30.7,-0.9,-8.8
c1ccc(-c2nc3cnccn3c2Nc2ccc3c(c2)OCCO3)cc1,-3.2,4.2,-5.9,6.0%,1.2,18.7,15.0,2.1,6.8
CS(=O)(=O)c1ccc(N)cc1,-7.9,-8.4,1.3,1.0%,0.1,-5.5,-9.6,2.8,14.8
Cc1nn(CC(N)=O)c(=O)c2ccccc12,6.1,-1.9,-24.2,3.0%,-2.0,.,9.8,-2.0,-11.6
CCCCn1c(C(C)NC(=O)CCC)nc2ccccc21 (centres undefined),-4.5,2.9,4.0,2.0%,-0.3,0.8,-11.4,-1.9,-26.1
COCCNC(=O)c1ccccc1-c1nc(-c2ccccc2Cl)no1,9.4,0.1,-11.8,4.0%,-0.7,19.9,1.0,-1.5,-0.3
CCN(C(=O)CSc1nc2nc(C)cc(C)n2n1)c1ccccc1,6.4,0.1,-22.3,3.0%,-1.1,-8.6,1.3,-3.7,-14.6
CCC1CCCCN1C(=O)Cn1c(C(=O)OC)cc2ccsc21 (centres undefined),12.0,2.8,-5.7,4.0%,-0.9,25.3,11.7,-0.5,-24.8
CCOc1ccccc1Oc1cn[nH]c1-c1ccc(OC)cc1O,8.6,1.6,-13.8,4.0%,-0.7,25.9,98.2*,-1.6,0.8

# Given with values under each structure: 13 of the compounds above.
# Values run as follows: HTR1E antagonist, MMP13 inh, RORa activator, NADH coupling, 5HT1E ag, 5-HT1A blocker, Ecoli tolC, HTR1A agonist, SF1 activator
CC(NC(=O)CN1C(=O)COc2ccccc21)c1ccccc1 (centres undefined)
    0.7, -1.1, -23.1, 4.0%, -0.6, 4.9, -13.3, -2.1, -1.1
O=C(Nc1ccc(N2CCN(C(=O)c3ccccc3)CC2)cc1)c1ccc(Br)o1
    13.8, 0.3, 8.9, 11.0%, -0.2, 0.4, 10.4, -3.5, 18.6
CCc1nc(SCC(=O)Nc2ccc(C(=O)O)cc2)n[nH]1
    -0.1, -2.3, -8.1, 4.0%, -0.9, -6.8, -4.2, -2.4, 9.3
COc1ccccc1-n1cnnc1SCC(=O)Nc1ncc(Cl)cc1Cl
    -4.0, 4.0, -17.4, 9.0%, -0.6, 0.7, -4.2, -3.3, -5.7
CCOc1ccccc1NC(=O)CSc1nnnn1Cc1ccccc1
    6.8, 4.6, -3.8, 5.0%, -1.3, 11.8, 21.1, -2.9, 15.6
NC(=O)CSc1nnc(-c2ccc(O)cc2)n1Cc1ccco1
    -4.1, 2.3, -5.0, 3.0%, 1.4, -7.6, -10.2, 1.9, -10.8
O=C(CSc1nc2ccccc2n1CC(=O)N1CCCC1)Nc1nccs1
    3.8, -10.2, -29.7, 3.0%, 0.8, 6.1, -13.3, -2.2, -3.5
N#Cc1cccc(NC(=O)c2ccccc2C(=O)O)c1
    9.7, 1.5, -4.0, 3.0%, -0.5, -7.6, -14.0, -2.1, -0.4
Cc1ccc2c(c1)CCCN2C(=O)c1ccc2c(c1)OCO2
    -1.2, -0.7, 4.5, 3.0%, 0.8, 0.6, 33.4, -3.3, 8.3
Clc1ccc(-n2ncc3c(N4CCCC4)ncnc32)cc1
    -2.9, -1.5, -35.6, 4.0%, -1.1, ., 13.0, 3.4, -61.0
N#Cc1c2n(c3c(-c4ccccc4)ncnc13)CCC2
    10.2, -11.6, -0.4, 3.0%, 0.4, -18.6, -14.5, -0.6, -1.6
CC1(C)Cc2c(c(N3CCOCC3)nc3sc4c(NCc5ccco5)nnnc4c23)CS1
    0.8, 0.1, -21.3, 4.0%, 1.3, ., 8.2, 11.8, -22.3
CCCn1c2c(c(O)c(C(=O)NC)c1=O)CCCC2
    11.8, -3.3, -25.5, 4.0%, 1.3, 3.7, 20.9, -1.0, -15.3
